# tim10-1 inh = inhibits growth of tim10-1 mutant yeast; S. cerevisiae tim10-1 ts strain growth, BacTiter-Glo, 24 h; AID 463190; inhibition, % at 20 µM; 330,000 tested, 2.2% active;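 active means inhibition of at least 40%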;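 further: mutant grown at 25 °C; 0% = DMSO wells with yeast and 100% = wells holding no yeast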
# Mdm2-MdmX inh = human Mdm2/MdmX binding inhibition; O15151+Q00987; SaOS-2 split-luciferase Mdm2/MdmX complementation, luminescence; inhibition, % at 8 µM; 330,000 tested, 3% active;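 active means inhibition of at least 50% at 8 µM in the primary screen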
# Target sequence (O15151 whole entry, looked up): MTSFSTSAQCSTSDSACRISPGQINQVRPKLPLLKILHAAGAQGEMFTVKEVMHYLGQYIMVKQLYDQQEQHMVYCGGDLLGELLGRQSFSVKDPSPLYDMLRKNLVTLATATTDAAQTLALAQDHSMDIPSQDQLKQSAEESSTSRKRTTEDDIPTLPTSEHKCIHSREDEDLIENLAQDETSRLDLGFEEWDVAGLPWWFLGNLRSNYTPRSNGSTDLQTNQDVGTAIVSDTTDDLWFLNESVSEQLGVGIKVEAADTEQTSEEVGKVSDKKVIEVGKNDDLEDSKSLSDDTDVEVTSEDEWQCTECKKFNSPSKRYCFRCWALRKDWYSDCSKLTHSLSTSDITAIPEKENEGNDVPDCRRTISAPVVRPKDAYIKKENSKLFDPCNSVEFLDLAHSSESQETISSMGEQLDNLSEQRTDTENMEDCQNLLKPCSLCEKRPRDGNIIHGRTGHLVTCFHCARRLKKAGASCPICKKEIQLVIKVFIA
# Target sequence (Q00987 whole entry, looked up): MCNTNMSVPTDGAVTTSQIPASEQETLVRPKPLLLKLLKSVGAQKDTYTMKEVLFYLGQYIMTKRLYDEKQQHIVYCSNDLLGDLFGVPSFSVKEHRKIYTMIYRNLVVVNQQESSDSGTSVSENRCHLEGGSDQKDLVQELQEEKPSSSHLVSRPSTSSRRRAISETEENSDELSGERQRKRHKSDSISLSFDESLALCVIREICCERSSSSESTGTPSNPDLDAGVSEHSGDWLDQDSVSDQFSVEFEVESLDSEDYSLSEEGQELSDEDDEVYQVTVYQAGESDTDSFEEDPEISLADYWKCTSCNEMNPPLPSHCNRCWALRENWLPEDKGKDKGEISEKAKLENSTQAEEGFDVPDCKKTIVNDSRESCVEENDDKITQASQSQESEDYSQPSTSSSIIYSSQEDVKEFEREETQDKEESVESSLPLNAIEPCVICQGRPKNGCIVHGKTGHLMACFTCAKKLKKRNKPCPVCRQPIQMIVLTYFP
# TIM10 inh = growth inhibitors of TIM10 yeast strain; AID 463195; inhibition, % at 10 µM; 330,000 tested, 1.4% active; S. cerevisiae TIM10 strain growth, BacTiter-Glo luminescence, 24 h;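 active means inhibition of 40% or more at the single tested concentration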;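 further: wild-type TIM10 isogenic control strain grown at permissive 25 °C; 0% = DMSO yeast wells and 100% = minimal medium wells without yeast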
# tim23-1 inh = tim23-1 yeast growth inhibition; S. cerevisiae tim23-1 growth, BacTiter-Glo luminescence, 24 h; inhibition, % at 20 µM; 330,000 tested, 1.3% active; AID 463212;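 active means growth inhibition of the mutant yeast at or above 50%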;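 further: temperature-sensitive mutant grown at 25 °C; plate controls were DMSO-treated mutant yeast for no effect and medium wells lacking yeast for full effect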
# CXCR6 inh = inhibitors of human CXCR6 receptor; O00574; CHO-K1 PathHunter CXCR6 beta-arrestin, luminescence; inhibition, % at 20 µM; 360,000 tested, 0.36% active; AID 602244; in the data active means inhibition above about 34%, passing the limit was not always enough;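 further: antagonist mode with CXCL16 agonist at 10 nM final; 0% = 10 nM CXCL16 with DMSO and 100% = unstimulated wells without agonist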
# APJ ag = APJ receptor agonism. 330,000 tested, 0.11% active. P35414. activation, % at 20 µM. CHO-K1 APJ PathHunter beta-arrestin, luminescence; 0% DMSO wells, 100% apelin;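 active means activation more than six SD over the plate average, tested at 20 µM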;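 further: 0% = DMSO alone and 100% = apelin-13 at 10 nM; some results filed as inactive read as strong as hits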
#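 Assay system – PathHunter CHO-K1 APJ (AGTRL-1) beta-arrestin reporter cells · Compound – one dose, 20 µM compound, 1% DMSO · Timing – compound 90 min 25 °C, reagent 1 h · Measured by – luminescence from split beta-galactosidase complementation, Galacton Star/Emerald II substrate · Measure – beta-arrestin recruitment to APJ as agonist activity, luminescent signal · Benchmarks – DMSO vs Apelin-13 10 nM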
# UPR XBP1 act = adaptive UPR (XBP1) activation; CHO-XBP1 luciferase reporter, IRE1-XBP1 UPR activation, luminescence; percent of tunicamycin response, DMSO as zero; 330,000 tested, 0.33% active; activation, % at 20 µM;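 active means versus positive control, 20 µM dose yields 30% or more activation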;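 further: 100% = tunicamycin at 10 µg/mL and 0% = DMSO only wells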
#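 Material: CHO-XBP1 cells stably carrying IRE1-XBP1-driven luciferase reporter | Medium: F12 with 10% serum | Compound dosing: 20 µM single concentration, DMSO 1% | Incubation: Overnight seeding at 37 °C, 6 h compound treatment at 37 °C | Detection: Steady-Glo luminescence read | Read-out basis: % activation of reporter signal versus tunicamycin and DMSO controls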
# APJ antagonist = APJ receptor antagonism | CHO-K1 APJ beta-arrestin complementation, luminescence | inhibition, % at 20 µM | P35414 | 330,000 tested, 0.32% active;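 active means inhibition above about 40% at 20 µM, limit read from the data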;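 further: cells challenged with 10 nM apelin-13 agonist together with compound; plate controls were apelin-13 plus DMSO wells for no effect and DMSO wells lacking apelin-13 for full effect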
# UPR CHOP act = activators of apoptotic arm of unfolded protein response (CHOP); activation, % at 10 µM; AID 449763; CHO-CHOP luciferase reporter, UPR activation, luminescence; percent of tunicamycin response over DMSO baseline; 330,000 tested, 0.34% active;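 active means at 10 µM dose, activation of 40% or more, normalized to positive control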;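 further: 100% = tunicamycin at 10 µg/mL and 0% = DMSO alone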
#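 System: CHO CHOP reporter cells. Amount: 500 cells per well. Buffer or medium: F12 medium, 10% FBS. Compound dosing: one dose, 10 µM in 0.5% DMSO. Incubation: 6 h compound exposure at 37 °C after overnight seeding. Technique: Steady-Glo luciferase luminescence. Benchmarks: tunicamycin and DMSO controls.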
# Active calls of the source: *; . = no result given.
SMILES,tim10-1 inh,Mdm2-MdmX inh,TIM10 inh,tim23-1 inh,CXCR6 inh,APJ ag,UPR XBP1 act,APJ antagonist,UPR CHOP act
NC(=O)c1cc[n+](Cc2ccc([N+](=O)[O-])cc2)cc1,-10,17,-6,3,-11,-3,2,8,1.6
CC(C)[C@@H](C(=O)NC1CC1)N1C(=O)N2CCc3c([nH]c4ccccc34)[C@@]2(C)C1=O,-8,28,-8,-9,-6,-3,-2,6,-1.9
CC1CN(S(=O)(=O)c2ccc(CN3C(=O)c4cccnc4C3=O)s2)c2ccccc2O1 (stereo unspecified),31,13,10,22,-4,0,-2,0,-0.3
CCc1nc(Nc2ccccc2O)c2oc3ccccc3c2n1,-43,-2,7,-2,-8,-2,-4,-15,1.6
COC(=O)c1sc2nc3c(cc2c1N)CCCC3,3,-245,12,34,3,-2,0,-5,2.6
COc1ccc(N2CCN(C(=O)C3CCN(C(=O)c4ccc([N+](=O)[O-])cc4)CC3)CC2)cc1,7,-13,6,1,2,2,-3,9,-0.7
CCCc1cc(=O)oc2cc(C)cc(OCC(=O)NC(Cc3ccc(Cl)cc3)C(=O)O)c12 (stereo unspecified),4,-12,9,5,-1,-2,-2,2,-1.4
Cc1nn(C(C)C(=O)NCc2ccccc2Cl)c(=O)c2c1sc1ccccc12 (stereo unspecified),14,-5,-8,15,14,-1,0,-7,2.7
CC(C)Oc1ccc(C2CC(=O)N(c3ccc(C(=O)O)cc3)C2=O)cc1 (stereo unspecified),-20,10,-9,7,1,0,-3,-8,-1.1
CC(=O)c1ccc2c(c1)N(C)c1ccccc1S2,-38,5,-17,7,2,4,0,-23,1.2
O=C(NCc1ccccn1)C1CCN(S(=O)(=O)c2cccs2)CC1,4,6,-13,2,-8,-5,0,15,-0.8
FC(F)Sc1ccc(NC(=S)NC(c2ccccc2)c2ccccc2)cc1,8,100*,12,1,-4,1,8,2,7.1
CN1C(=S)SC(C)(C)C1N(O)C(=O)Nc1ccc(Cl)cc1 (stereo unspecified),20,0,13,15,-9,-3,-1,-17,0.8
CN(Cc1ccccc1)C(=O)CN(Cc1ccccc1)S(C)(=O)=O,18,-33,-2,1,-14,-3,1,6,-0.5
COc1ccc(S(=O)(=O)Nc2cc3c4c(oc3c3ccccc23)CCCC4=O)cc1,17,28,13,13,-1,-1,5,-13,1.0
COc1ccc(NC(=O)c2ccc(CN3CCc4ccccc4C3)cc2)cc1OC,13,3,2,6,2,-1,-6,-13,1.3
CCC(=O)c1cn(CC(=O)Nc2cccc(C)c2)c2ccccc12,-20,-12,-2,4,0,-1,-1,1,1.5
Cc1ccc(NC(=O)CC(C)c2ccccc2)cc1S(=O)(=O)N1CCOCC1 (stereo unspecified),5,32,-7,11,0,-2,-2,-1,-1.1
S=c1nccc(-c2cccs2)[nH]1,13,7,-10,14,-8,-3,1,-3,0.4
C=CC[C@]12C=C(OC)C(=O)C(OC)=C1O[C@@H](c1ccc3c(c1)OCO3)[C@H]2C,15,0,9,24,3,-5,-2,9,-2.3
COC(=O)c1ccccc1NC(=O)c1ccc(F)cc1,13,17,0,17,4,-2,-1,7,0.4
O=C(c1ccco1)N1CCN(C(=O)c2cccs2)CC1,-11,-1,-4,6,-9,-2,-4,1,-1.9
O=C(c1cc([N+](=O)[O-])cc([N+](=O)[O-])c1)N(Cc1nnc(-c2ccccc2Cl)o1)C1CC1,25,-18,22,25,-2,11,1,-54,-1.0
COCCn1c(-c2ccc3ccccc3c2)nc2c1c(=O)[nH]c(=O)n2CC(C)C,14,4,19,5,0,0,4,12,2.4
Cc1ccccc1-c1nc(CS(=O)(=O)CC(=O)NCCCN2CCN(C)CC2)c(C)o1,22,2,20,16,-2,6,-6,15,-0.9
CCOCCCNC(=O)C(c1ccc(OC)cc1)N(Cc1ccc2c(c1)OCO2)C(=O)CNC(C)=O (stereo unspecified),19,-10,9,11,-2,-5,-1,7,-2.2
COc1cc2[nH]c(C(=O)N(C)C3CCS(=O)(=O)C3)cc2c(OC)c1OC (stereo unspecified),0,15,-5,-3,-3,-2,-3,-2,-0.1
CC(C)NCCCOc1ccc(Cl)cc1Br,-3,22,11,9,3,1,-1,4,-0.3
COc1cccc(NC(=S)N(Cc2cccc(Br)c2)CC2CCC(C(=O)O)CC2)c1 (stereo unspecified),3,0,7,17,-2,-4,-5,-10,2.3
Cc1cccc(-n2c(CCc3ccccc3)nnc2SCC(=O)c2ccccc2)c1,18,-8,30,28,14,-5,-2,4,1.1
CN(C)CCn1cnc2c1c(=O)[nH]c(=O)n2Cc1ccccc1,-4,-4,-18,1,-8,-4,-3,-5,3.1
CCCn1c(N)c(N(CCOC)C(=O)CSc2cc(C)c3cccc(C)c3n2)c(=O)[nH]c1=O,3,9,-1,7,1,-3,-3,-16,-2.0
CCSc1nnc(NC(=O)c2cccc3ccccc23)s1,-2,3,4,14,-3,-3,1,5,1.9
O=C(CN1C(=O)C2C3C=CC(C3)C2C1=O)Nc1ccc(F)cc1 (stereo unspecified),-2,-8,19,19,1,0,-1,-10,-0.7
C[C@H](CO)N1C[C@H](C)[C@@H](CN(C)S(=O)(=O)c2ccccc2)Oc2c(NC(=O)C3CCCCC3)cccc2C1=O,4,26,1,-4,-4,0,-1,0,-2.5
O=C(NCC1CCCO1)C(C(=O)c1ccccc1)n1cc(Cl)ccc1=O (stereo unspecified),15,10,-30,2,-9,1,0,5,-0.4
CC(C)OCCCNS(=O)(=O)c1ccc2ccccc2c1,37,38,13,6,3,-3,-1,-6,-1.5
O=C(CN1CCN(Cc2ccccc2)C1=O)NCCCN1CCOCC1,-20,19,-2,-3,5,-4,0,-2,-0.3
COc1ccc(CNC(=O)/C(C)=C\C(=O)O)cc1,22,10,2,22,-4,-2,-1,12,-0.2
NC(=S)Nc1c(Cl)cccc1Cl,-5,-21,-2,7,1,2,-1,12,-0.1
COC(=O)CSc1nnc2n1C(C)(C)Cc1ccccc1-2,11,10,3,4,2,-3,1,-1,-1.1
Cc1ccccc1N1CC(=O)N(c2ccccc2C)CC1=O,24,-3,-1,10,7,-1,-3,-4,-3.4
O=C(O)c1cnn(-c2nc(-c3cccc(F)c3)cs2)c1C(F)(F)F,1,-20,-10,14,-3,-1,-1,-12,2.0
COc1ccc(-c2nc(NCCCN(C)C)c3ccccc3n2)cc1,-14,-16,-3,8,4,-3,16,15,3.4
CCOC(=O)c1ccc(NS(=O)(=O)c2ccc3c(c2)n(C)c(=O)n3C)cc1,19,-4,-3,20,-4,-1,-4,-11,-0.6
CCCCC(=O)Nc1ccccc1C(=O)N1CCOCC1,9,-8,7,3,-2,-1,1,11,2.7
N#CCn1cnc2sc(-c3ccccc3)cc2c1=O,-4,-9,-3,11,-2,-2,3,-7,3.4
CCN(CC)CCCN(Cc1cc2cc(OC)ccc2[nH]c1=O)C(=O)Nc1ccccc1,-11,-18,15,4,.,-4,1,10,-2.0

# With a hit mark in Mdm2-MdmX inh, among the entries above:
canonical_smiles	tim10-1 inh	Mdm2-MdmX inh	CXCR6 inh	APJ ag	APJ antagonist
FC(F)Sc1ccc(NC(=S)NC(c2ccccc2)c2ccccc2)cc1	8	100*	-4	1	2

# Some entries already given, showing only UPR XBP1 act and UPR CHOP act:
molecule	UPR XBP1 act	UPR CHOP act
CCOC(=O)c1ccc(NS(=O)(=O)c2ccc3c(c2)n(C)c(=O)n3C)cc1	-4	-0.6
CCCCC(=O)Nc1ccccc1C(=O)N1CCOCC1	1	2.7

# Other entries
SMILES,tim10-1 inh,Mdm2-MdmX inh,TIM10 inh,tim23-1 inh,CXCR6 inh,APJ ag,UPR XBP1 act,APJ antagonist,UPR CHOP act
CC(CC(=O)Nc1ccc(F)cc1F)S(=O)(=O)c1ccc2c(c1)NC(=O)CO2 (stereo unspecified),5,-2,-8,5,6,1,-2,22,1.4
O=C(CSc1nc2ccccc2o1)NCC1CCCO1 (stereo unspecified),-1,-5,0,-3,-3,-1,0,-52,0.6
CN(Cc1ccc(Cl)cc1)C(=O)COC(=O)c1ccc(-c2ccc(O)cc2)cc1,-3,21,-6,-7,-4,-4,1,16,3.9
OC1(C#CCN2CCOCC2)CCCCC1,11,9,7,-3,0,1,3,13,-0.3
COc1ccc(NC(=O)Cc2nc3ccccc3[nH]2)cc1,-5,10,18,-9,-11,3,-2,-37,-0.3
COc1ccc(CN2CCOCCOCCOCCOCCOCC2)cc1,-15,11,-9,-4,7,0,-2,-3,0.7
Clc1ccc(CNC2CCCC2)c(Cl)c1,-1,10,1,-1,1,-1,2,2,0.4
Cc1cccc(COc2ccc(/C=N/NC(=O)c3nnn(-c4nonc4N)c3CN3CCCCC3)cc2)c1,-2,-1,42*,-15,-4,1,1,-5,3.8
O=C(CSc1nnc(-c2ccccc2)n1Cc1ccccc1)N1CCOCC1,12,-2,8,1,5,-3,-2,-7,-0.3
Cc1cc2sc3nc(=O)n(-c4ccccc4)c(=O)n3c2cc1C,22,-92,23,0,-4,0,7,21,17
CC1CC(C)CN(C(=O)C2CCCN(c3ncnc4c3nc3n4CCCCC3)C2)C1 (stereo unspecified),24,-5,15,25,3,1,-7,20,2.2
COc1cccc(-c2csc3nnc(SCC(=O)c4ccc(NC(C)=O)cc4)n23)c1,19,25,15,8,4,-3,-1,-2,0.8
COc1ccc(Cc2nnc(SCC(=O)Nc3ccc(C)c(Cl)c3)[nH]c2=O)cc1,1,-6,6,6,6,-1,0,5,0.4
CCOc1ccc2[nH]c(=O)c(CN(CCO)C(=O)CC)cc2c1,-1,-7,-2,15,11,-3,-5,10,-2.6
CCOC(=O)[C@@H]1[C@H]2COc3ccccc3[C@@H]2N2C(=O)N(c3cccc(F)c3)C(=O)[C@]12C,21,-10,2,7,11,3,-1,17,-0.7
CC1(NC(=O)N2CCCCC2)CCS(=O)(=O)C1 (stereo unspecified),10,5,9,1,-6,0,-2,-7,2.4
CN(C)C(CNC(=O)c1cccc(C#N)c1)c1ccco1 (stereo unspecified),-4,-9,10,8,3,-1,0,6,-1.7
C#CCn1c(O)c(N=NC(=O)CNC(=O)/C=C/c2ccccc2)c2ccccc21,-8,12,-9,-12,1,-5,0,12,-0.6
CCOC(=O)N1CCN(S(=O)(=O)c2ccc(OC)c(C(=O)N3CCCCC3)c2)CC1,5,-10,-10,14,-1,3,2,-14,0.9
O=C(CN(Cc1ccc(Br)cc1)S(=O)(=O)c1ccccc1)NCc1ccncc1,15,12,-6,8,15,-2,-3,-21,2.5
COc1ccc(OC)c(C(C)NC=O)c1 (stereo unspecified),9,-10,1,11,-1,0,0,-14,0.3
CC(C)CCOP(=O)(c1ccc(N(C)C)cc1)C(O)c1ccc(Cl)cc1Cl (stereo unspecified),27,16,33,41,-8,-2,-6,0,1.1

# Assay outcomes (PubChem)

# Only part of the results is shown; count on the stated rates, not on these rows.
